Compound activity: PubChem BioAssay, several laboratories
LAP4 TOR yeast: yeast TOR pathway LAP4-GFP modulation; 320,000 tested, 0.34% active; GFP response vs DMSO, % at 10 µM; S. cerevisiae LAP4-GFP multiplex, flow cytometry GFP, 3 h; median GFP as percent of DMSO wells; AID 2023;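 active = GFP response vs DMSO above a set limit, about the screen mean plus 3 SD, cut at about 150% in these data; inconclusive = under 70 cell events counted for the yeast strain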
AGP1 TOR yeast: modulators of TOR pathway AGP1-GFP in S. cerevisiae; S. cerevisiae AGP1-GFP multiplex flow cytometry, 3 h; GFP as percent of DMSO wells; AID 2066; 320,000 tested, 0.02% active; GFP response vs DMSO, % at 10 µM;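 active = GFP response relative to DMSO above a set limit, near screen average plus 3 SD, cut at about 150% in these data; inconclusive = fewer than 70 cells counted for the yeast strain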;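 also: median GFP channel fluorescence of the gated AGP1 strain per well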
JMJD2C inh: blocks human GASC-1 demethylase activity; Q9H3R0; GST-JMJD2C(1-420) H3K9me3 demethylation, DELFIA europium; inhibition, % at 2.35 µM; 330,000 tested, 0.069% active;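 active = more than half of a compound's replicate wells show inhibition beyond 50%, single wells judged on their own value; inconclusive = some, but no more than half, of replicates pass 50% inhibition; inactive = no replicate passes 50% inhibition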;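 also: signal counts dimethyl H3K9 product captured on neutravidin plate; 0% = median of DMSO wells and 100% = 0.3 times that DMSO median; strong numbers were not always called active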
GRK2 aptamer HTS: human GRK2 inhibition via aptamer displacement; bead flow cytometry, FAM-aptamer displacement from GRK2; inhibition of aptamer binding, % at 10 µM; 330,000 tested, 0.59% active; AID 488847;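 active = inhibition of aptamer binding above 40%, roughly 3 SD of noise, on plates passing a quality check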;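 also: median bead fluorescence of bound FAM aptamer so fluorescent compounds give negative values; no value below 0 was filed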
MEP2-GFP yeast: alters MEP2-GFP fluorescence in TOR pathway yeast screen; 330,000 tested, 0.51% active; S. cerevisiae MEP2-GFP strain, flow cytometry GFP, 3 h; 100% = DMSO control level; GFP response vs DMSO, % at 10 µM; AID 2016;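 active = GFP response versus DMSO above a set limit, roughly screen mean plus 3 SD, cut at about 180% in these data; inconclusive = fewer than 70 cells counted for a yeast strain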;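 also: median GFP fluorescence of the barcode-gated MEP2-GFP cells per well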
RPL19A-GFP yeast: alters RPL19A-GFP fluorescence in TOR pathway yeast screen; S. cerevisiae RPL19A-GFP strain, flow cytometry, 3 h; hits give low values; AID 2025; percent response vs DMSO, % at 10 µM; 330,000 tested, 0.3% active;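 active = percent response vs DMSO below 50%; inconclusive = fewer than 70 events counted for the yeast strain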;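 also: median channel GFP fluorescence of the barcoded RPL19A-GFP strain; ratio of sample median GFP to plate DMSO average so 100% = DMSO; lower means less RPL19A-GFP as with rapamycin TOR inhibition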
CIT2 TOR yeast: modulators of TOR pathway CIT2-GFP in S. cerevisiae; S. cerevisiae CIT2-GFP strain, flow cytometry, 3 h; 100 means same as DMSO wells; 320,000 tested, 0.065% active; GFP response vs DMSO, % at 10 µM; AID 2029;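 active = GFP response relative to DMSO above a set limit, near the screen mean plus 3 SD, cut at about 150% in these data; inconclusive = Fewer than 70 cells measured for a yeast strain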;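 also: ratio of well median GFP fluorescence to mean of DMSO wells on the plate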
VLA-4 inh: inhibition in a human VLA-4 binding assay. VLA-4 expressing cells, ligand binding flow cytometry. inhibition, % (about 7 µM as worked out from the volumes in the protocol). 330,000 tested, 0.2% active; in the data active = inhibition above about 50%
Target sequence (P13612 whole entry, looked up): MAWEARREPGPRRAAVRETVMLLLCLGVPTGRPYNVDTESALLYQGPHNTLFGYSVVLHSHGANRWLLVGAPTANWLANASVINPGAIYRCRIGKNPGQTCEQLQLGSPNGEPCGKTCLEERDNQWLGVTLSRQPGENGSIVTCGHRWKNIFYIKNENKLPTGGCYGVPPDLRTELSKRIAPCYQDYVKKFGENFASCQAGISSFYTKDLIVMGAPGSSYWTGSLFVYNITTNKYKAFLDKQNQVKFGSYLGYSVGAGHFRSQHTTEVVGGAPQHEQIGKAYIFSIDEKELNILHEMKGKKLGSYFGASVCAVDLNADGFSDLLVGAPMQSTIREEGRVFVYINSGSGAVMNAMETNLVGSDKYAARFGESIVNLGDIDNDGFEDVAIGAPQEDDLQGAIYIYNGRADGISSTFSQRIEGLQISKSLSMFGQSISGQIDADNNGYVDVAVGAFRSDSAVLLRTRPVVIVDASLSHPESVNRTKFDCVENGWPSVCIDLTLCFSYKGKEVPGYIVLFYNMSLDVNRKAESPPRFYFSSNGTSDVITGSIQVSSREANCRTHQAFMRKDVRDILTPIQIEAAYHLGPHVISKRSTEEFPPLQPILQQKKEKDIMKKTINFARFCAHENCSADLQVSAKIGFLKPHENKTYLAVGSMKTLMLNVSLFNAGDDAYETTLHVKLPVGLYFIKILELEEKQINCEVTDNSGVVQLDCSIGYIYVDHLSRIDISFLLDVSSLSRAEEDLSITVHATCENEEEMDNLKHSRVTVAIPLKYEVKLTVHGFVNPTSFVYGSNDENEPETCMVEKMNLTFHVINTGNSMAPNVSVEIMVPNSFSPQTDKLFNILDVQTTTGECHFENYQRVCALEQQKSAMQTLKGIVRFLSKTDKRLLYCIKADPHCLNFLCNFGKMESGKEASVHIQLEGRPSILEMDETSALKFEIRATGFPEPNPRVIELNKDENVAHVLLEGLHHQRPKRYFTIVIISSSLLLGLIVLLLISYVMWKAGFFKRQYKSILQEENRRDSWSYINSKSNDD
An asterisk follows results filed as active; ? = inconclusive; / = not tested or not shown.

AGP1 TOR yeast,GRK2 aptamer HTS,VLA-4 inh,JMJD2C inh,MEP2-GFP yeast,CIT2 TOR yeast,LAP4 TOR yeast,RPL19A-GFP yeast,compound
84,0,-2,-10,95,100,97,88,O=C1CN(S(=O)(=O)c2ccc(Cl)cc2C(F)(F)F)CCN1
99,0,-1,2,100,108,94,101,CO/C=C/C#CC1(O)CCN(C)CC1
107,3,0,7,107,107,106,108,COC(=O)C1CCN(C(=O)Cn2nnc(-c3ccccc3)n2)CC1
91,0,2,-1,91,94,99,93,CN(CCCC(=O)Nc1ccc(OC(F)F)cc1)S(=O)(=O)c1ccc(F)cc1
97,0,9,7,94,83,107,93,CCOC(=O)Cn1cc(/C=C(/C#N)C(=O)NC(C)C)c2ccccc21
100,4,16,-7,108,105,94,101,O=C(/C=C/c1cccs1)NNC(=O)c1cccc([N+](=O)[O-])c1
106,0,7,1,106,107,98,104,O=C1CN(C(=O)c2ccccn2)c2ccccc2N1
92,0,-7,9,93,98,92,94,O=C(NN1C(=O)NC2(CCCCC2)C1=O)c1cccs1
94,7,7,-4,102,97,101,101,c1ccc(-c2nnnc3ccccc23)cc1
92,1,6,12,99,/,88,91,C#CC(C)(C)NC(=O)c1sccc1Oc1ccc(F)cc1[N+](=O)[O-]
93,2,2,1,97,93,105,99,Cc1ccc2c(Cl)c(C(=O)NCc3cccnc3)sc2c1
90,0,-10,7,101,/,93,87,COc1ccc2cc(C(=O)C3CCCN(Cc4cnc(C)s4)C3)ccc2c1 (stereo not drawn)
81,1,-4,7,94,69,105,98,CCCNC(=O)CS(=O)(=O)c1ccccc1
95,3,6,2,98,90,105,101,N#Cc1ccccc1CSc1nnc(Cc2ccccc2)o1
99,0,45,-3,102,102,94,102,CCN(CC(=O)Nc1ccc(N2CCOCC2)cc1)CC(=O)NC(C)(C)C
92,5,5,-1,103,96,92,93,COc1ccc(OCCC(=O)OCC(=O)c2ccc[nH]2)cc1
102,2,-2,?,117,101,97,97,CCC(=O)Nc1ccc(C(=O)CSc2nnc(-c3cccnc3)o2)cc1
97,0,5,-13,101,89,104,96,Cc1ccc(S(=O)(=O)NC(=O)Nc2nc(-c3ccc(F)c(F)c3)cs2)cc1
105,0,3,-3,99,102,98,101,CCOc1ccc(-n2c(Cc3cc(=O)[nH]c(=O)[nH]3)nnc2SCC)cc1
104,1,15,-1,108,107,103,101,CCN(CC)C(=O)Oc1ccccc1NC(C)=O
107,0,1,-11,104,95,107,101,COc1ccc(NC(=O)C23CC4CC(C2)CC(n2cnc(Br)n2)(C4)C3)c(OC)c1
101,1,-16,-5,105,100,111,98,CCN1CCN(C(=O)C(=O)c2cn(CC(=O)N(CC)CC)c3ccccc23)CC1
98,0,-2,9,101,98,91,100,O=C(O)c1ccccc1SCc1csc(-c2ccccc2)n1
?,3,-11,-7,?,?,?,?,O=[N+]([O-])c1cc(S(=O)(=O)C(F)(F)F)ccc1NCC1CCCO1 (stereo not drawn)
85,0,-12,-10,95,63,103,93,COc1cc(C(=O)OCC2CC(c3ccccc3)=NO2)cc(OC)c1OC (stereo not drawn)
107,0,16,6,103,101,113,100,O=C(NC(=S)N(CCO)Cc1ccccc1)c1ccc(S(=O)(=O)N2CCCC2)cc1
93,26,2,5,100,94,104,97,Fc1ccc(OCc2nc(-c3ccncc3)n[nH]2)cc1
87,3,2,-5,105,89,90,98,COc1cc(OC)c2c(=O)cc(-c3cccnc3)oc2c1
106,0,8,-2,96,92,104,103,CCOC(=O)C1CCCN(C(=O)COc2ccc(S(=O)(=O)N(CC)c3ccccc3)cc2)C1 (stereo not drawn)
106,1,-2,8,105,103,107,100,Nc1nc(SCC(=O)N2CCCC2)[nH]c(=O)c1NC(=O)c1cccs1
100,1,3,9,102,100,97,101,Cc1ccc(Sc2ccc(C(=O)N3CCOCC3)cc2[N+](=O)[O-])cc1
94,3,26,/,100,90,91,91,Cc1oc2c(C)c3oc(=O)c(CC(=O)N[C@@H](CC(C)C)C(=O)N[C@@H](Cc4ccccc4)C(=O)O)c(C)c3cc2c1C
102,0,-1,-14,107,105,97,106,O=C(NCCNC(=O)c1cc(Cl)ccc1Cl)c1ccccn1
94,0,6,1,100,98,87,103,O=C(CNCc1cccs1)Nc1ccc(OC(F)(F)F)cc1
102,1,0,-2,103,88,104,99,N#Cc1c(-c2ccccc2Cl)c2c([nH]c1=O)-c1ccccc1OC2
98,0,8,-6,101,92,95,97,CN(C)S(=O)(=O)c1cccc(C(=O)N2CCN(Cc3ccccc3)CC2)c1
107,0,-29,-1,98,112,99,97,CCN(CC)CCNC(=O)c1cc2c(=O)n(C)c3ccccc3c2n1C
81,2,16,-7,63,85,102,100,Cc1noc(NS(=O)(=O)c2ccc(N/C=C\C(=O)c3cccs3)cc2)c1C
100,0,12,-17,98,95,107,100,Cc1cc(OC(C)C(=O)N(Cc2ccco2)C2CCS(=O)(=O)C2)ccc1Cl (stereo not drawn)
103,0,7,6,104,123,81,107,CCOc1cc(/C=N/NC(=O)c2cc(-c3ccccc3)nc3ccccc23)ccc1O
96,0,3,-14,102,90,89,98,CCN=C1SC(C(=O)Nc2ccc(Cl)c(Cl)c2)CC(=O)N1CC (stereo not drawn)
97,0,32,13,98,95,95,99,CCSC1=C(C#N)C2(CCCCC2)C(C#N)=C(N)N1
95,3,2,3,104,101,98,99,O=C(c1cc(COc2c(F)cccc2F)on1)N1CCN(C2CCCCC2)CC1
91,0,1,12,91,96,94,99,CCC(c1nnnn1C1CCCC1)N1CCC(C(N)=O)CC1 (stereo not drawn)
104,0,-3,-8,93,98,102,97,CC(C)NC(=O)CN1CCC(c2nc3ccccc3[nH]2)CC1
101,7,18,-3,99,100,102,100,COc1cccc(NC(=O)C(C)SCc2ccccc2)c1 (stereo not drawn)
92,2,6,4,102,90,108,98,COc1cccc(/C=C2\Sc3ccc(C(=O)NCC4CCCO4)cc3N(C)C2=O)c1 (stereo not drawn)
100,0,23,8,96,89,106,98,Cc1ccc(OCc2nnc(SCc3cc(=O)[nH]c4ccccc34)o2)cc1

Among those listed so far, these contain a furan ring, fused or not.
AGP1 TOR yeast,GRK2 aptamer HTS,VLA-4 inh,JMJD2C inh,MEP2-GFP yeast,CIT2 TOR yeast,LAP4 TOR yeast,RPL19A-GFP yeast,compound
94,3,26,/,100,90,91,91,Cc1oc2c(C)c3oc(=O)c(CC(=O)N[C@@H](CC(C)C)C(=O)N[C@@H](Cc4ccccc4)C(=O)O)c(C)c3cc2c1C
100,0,12,-17,98,95,107,100,Cc1cc(OC(C)C(=O)N(Cc2ccco2)C2CCS(=O)(=O)C2)ccc1Cl (stereo not drawn)

Next part:
AGP1 TOR yeast,GRK2 aptamer HTS,VLA-4 inh,JMJD2C inh,MEP2-GFP yeast,CIT2 TOR yeast,LAP4 TOR yeast,RPL19A-GFP yeast,compound
100,2,8,5,101,94,101,97,CN(C)CCCNC(=O)c1cc(C(=O)c2ccc(F)cc2)c[nH]1
99,0,11,1,100,95,98,98,COc1ccc(N(C(=O)CNC(=O)c2ccco2)C(C(=O)NC2CCCCC2)c2ccncc2)cc1 (stereo not drawn)
108,0,5,9,107,102,100,103,Cc1ccccc1NC(=O)Cn1c(O)c(N=NC(=O)c2ccccc2O)c2ccccc21
91,0,2,14,86,94,105,91,COc1cc2c(cc1OC)CN(C(=O)c1ccco1)CC2
100,2,2,-13,95,99,97,96,CCOc1cc(/C=N/NC(=O)c2cccnc2)ccc1OC(=O)c1ccco1
99,5,-4,15,95,93,109,96,CC1=CC2=NC(=O)CC(C)(C(=O)N(CC(=O)NC(C)(C)C)Cc3ccccc3)N2C=C1 (stereo not drawn)
96,0,12,8,98,102,101,95,O=C(COc1ccc(Cl)cc1Cl)Nc1nnc(C2=COCCO2)o1
98,12,10,0,102,91,100,100,O=C(NC1=NCCS1)c1cc(-c2cccs2)nc2ccccc12
94,0,5,2,92,94,91,98,O=[N+]([O-])c1cc(S(=O)(=O)N2CCCC2)ccc1O
100,4,-10,5,98,95,114,100,COc1ccc(CNC(=O)c2ccc(N(C)S(=O)(=O)c3ccc(C)cc3)cc2)cc1
104,0,2,0,104,98,100,101,NS(=O)(=O)c1ccc(NC(=O)COC(=O)c2cn(-c3ccccc3)nc2-c2ccc(F)cc2)cc1
114,0,-8,-15,104,104,107,106,Cc1ccc(C)c(-n2c(SCC(N)=O)nnc2-c2ccccn2)c1
110,2,-4,-1,97,106,112,99,COCCCN(C(=S)Nc1cc(Cl)cc(Cl)c1)C(C)c1ccccn1 (stereo not drawn)
105,43*,-10,28,104,101,95,106,O=C1CC(=O)NC(SCC(=O)Nc2ccccc2[N+](=O)[O-])=N1
101,0,10,13,97,98,110,107,O=C(CN1C(=O)C2C3C=CC(C4CC34)C2C1=O)NCc1ccco1 (stereo not drawn)
98,0,0,-9,103,102,105,105,CCc1nc(N)c(C#N)c(-c2cccn2C)c1C
95,1,9,3,101,86,107,95,COc1cccc(N2CCN(C(=O)c3ccccc3SCC(=O)NCc3ccco3)CC2)c1
105,1,8,-4,99,97,100,101,CCOC(=O)c1cc(-c2ccccc2)sc1NC(=O)CSc1nnc(N)s1
89,0,-1,-19,90,87,82,98,O=C(NC1(C(F)(F)F)NC(=O)N(c2ccccc2F)C1=O)c1ccncc1 (stereo not drawn)
96,1,34,-5,105,103,90,94,O=C(CNC(=O)c1ccc2c(c1)OCCO2)N=Nc1c(O)[nH]c2ccccc12
105,0,-4,4,103,107,101,98,CNC(=O)c1c(NC(=O)CCS(=O)(=O)c2ccc(F)cc2)sc(C)c1C
74,0,24,3,90,65,126,90,CC[C@H](C)C(N)c1cn(C(CCCN=C(N)N)C(=O)N2CCNCC2)nn1 (stereo partly drawn)
100,0,12,1,107,100,103,105,Cc1cc2occ(CC(=O)N(C)CC(=O)Nc3cccc(F)c3)c2cc1C
104,0,7,-2,107,105,93,104,C[C@@H]1CN(C(=O)c2nc3ccc(Cl)cn3c2CNCC[C@@H]2C[C@@H]3C=C[C@H]2C3)C[C@H](C)O1
106,2,10,-10,106,99,95,112,COC(=O)c1sc(=S)n(Cc2ccccc2)c1C
95,2,13,10,100,92,100,98,Cc1ccc(NC(=S)NC(=O)c2cccs2)cc1F
104,3,13,-5,109,99,111,105,COc1ccc(CNC(=O)COC(=O)Cc2ccc(Cl)cc2Cl)cc1
99,3,5,-17,103,99,99,102,O=C(NC(C(=O)N/N=C/c1cc([N+](=O)[O-])ccc1O)c1n[nH]c(=O)c2ccccc12)c1ccccc1 (stereo not drawn)
105,24,12,-25,109,103,99,103,COC(=O)c1ccc(NC(=O)N(c2ccccc2)c2ccccc2)cc1
100,0,13,-1,97,99,96,112,CC(=O)Nc1cccc(NC(=O)Nc2ccc(F)cc2F)c1
105,1,1,-2,103,94,97,103,Cc1ccc(-n2c(SCC(N)=O)nnc2-c2ccccn2)cc1C
97,0,-5,-2,104,92,96,98,Cc1cccc(N(C(=O)c2snc(C(N)=O)c2N)C(C(=O)NCC2CCCO2)c2c[nH]c3ccccc23)c1 (stereo not drawn)
101,4,1,57,98,107,98,101,COC(=O)[C@H](Cc1ccccc1)NC(=O)N1CCCCC1C (stereo partly drawn)
107,1,5,3,106,95,118,89,Cc1ccc(NC(=O)COC(=O)c2cc(Cl)ccc2[N+](=O)[O-])c(C)c1

GRK2 aptamer HTS, what is marked active above
AGP1 TOR yeast,GRK2 aptamer HTS,VLA-4 inh,JMJD2C inh,MEP2-GFP yeast,CIT2 TOR yeast,LAP4 TOR yeast,RPL19A-GFP yeast,compound
105,43*,-10,28,104,101,95,106,O=C1CC(=O)NC(SCC(=O)Nc2ccccc2[N+](=O)[O-])=N1
